LANA DNA inh: inhibitors of KSHV LANA C-terminal domain DNA binding; AID 504423; MBP-C-LANA/FAM-LBS DNA binding, fluorescence polarization; inhibition, % at 9 µM; hit rate 0.078% among 340,000;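 active = highest replicate inhibition at or above 60% at 9 µM, even if other replicates fall short; inactive = all replicates below 60% inhibition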;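 note: 0% = neutral control wells and 100% = 4 µM acridine orange control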
CAL-PDZ inh HTS: blocks peptide binding to the human CAL PDZ domain; Q9HD26; purified CAL PDZ, TMR-peptide fluorescence polarization, 1 h; inhibition, % at 24.9 µM; hit rate 0.92% among 300,000; AID 602252;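 active = mean inhibition of at least 30% with at least half of replicates also reaching 30%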;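 note: 0% = DMSO neutral control and 100% = excess unlabeled competitor peptide PRC23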
OPRM1-OPRD1 inv: inverse agonist of human OPRM1-OPRD1 heterodimerization; hit rate 0.21% among 340,000; cell-based MOR-DOR heterodimer luminescence, inverse agonism; AID 504357; inhibition, % at 9.3 µM; in the data active = inhibition above about 22%, passing the limit was not always enough;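 note: 0% = cells with DMSO and 100% = wells without cells with DMSO; values of inactives mirror those of a sister screen read the other way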
V-ATPase pHluor: alters yeast V-ATPase proton transport; S. cerevisiae, pHLuorin cytosolic pH fluorescence; response, % at 10 µM; hit rate 0.37% among 350,000; in the data active = response mostly above about 7.3%, no sharp cut-off; inactive = mostly below about 5.4%; note: actives read high; inactives centre near 0; some compounds called inactive have numbers as strong as hits; reference of the scale not given here
Keap1-Nrf2 PPI: inhibitors of human Keap1-Nrf2 protein-protein interaction. Keap1 Kelch-Nrf2 peptide fluorescence polarization, 1536-well. inhibition, % at 9.4 µM. hit rate 0.15% among 340,000. AID 504523; in the data active = inhibition above about 12%;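 note: human Keap1 Kelch domain with fluorescein labeled Nrf2 9mer peptide probe; 0% = neutral control wells and 100% = peptide positive control; higher means more block of Keap1 binding to Nrf2 peptide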
Target sequence (Q14145 whole entry, looked up, the tested form may be a part): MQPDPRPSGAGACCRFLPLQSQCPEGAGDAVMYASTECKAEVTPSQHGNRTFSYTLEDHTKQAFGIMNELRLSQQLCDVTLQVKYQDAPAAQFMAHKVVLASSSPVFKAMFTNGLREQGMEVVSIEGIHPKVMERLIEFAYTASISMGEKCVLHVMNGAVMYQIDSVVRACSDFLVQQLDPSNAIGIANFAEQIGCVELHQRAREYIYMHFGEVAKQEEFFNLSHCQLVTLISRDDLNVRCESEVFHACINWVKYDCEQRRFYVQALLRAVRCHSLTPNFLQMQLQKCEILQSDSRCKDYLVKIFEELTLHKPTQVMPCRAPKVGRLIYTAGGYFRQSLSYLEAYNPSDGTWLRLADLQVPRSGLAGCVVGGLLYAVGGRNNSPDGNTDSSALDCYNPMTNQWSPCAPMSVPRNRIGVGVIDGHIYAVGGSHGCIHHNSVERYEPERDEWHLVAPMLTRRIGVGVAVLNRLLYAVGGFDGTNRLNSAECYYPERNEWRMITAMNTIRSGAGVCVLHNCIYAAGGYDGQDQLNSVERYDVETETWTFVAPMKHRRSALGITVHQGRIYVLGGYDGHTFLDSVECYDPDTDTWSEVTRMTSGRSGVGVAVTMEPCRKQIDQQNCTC
OPRM1-OPRD1 ag: agonists of human mu-delta opioid receptor heterodimerization | cells, OPRM1-OPRD1 heterodimerization, luminescence | activation, % at 9.3 µM | hit rate 0.3% among 340,000; in the data active = activation above about 18%;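 note: 0% = vehicle-treated cells and 100% = reference agonist; values of inactives mirror those of a sister screen read the other way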
HTR5A ag ctr: HTR5A agonism, opioid heterodimer counter-screen; P47898; HTR5A agonist assay, luminescence, cell-based; activation, % at 9.3 µM; hit rate 0.61% among 340,000; AID 504692; in the data active = activation mostly above about 9.5%, no sharp cut-off; inactive = mostly below about 7.6%;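 note: 0% = cells with vehicle only and 100% = reference agonist; strong numbers were not always called active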
Target sequence (P47898 whole entry, looked up): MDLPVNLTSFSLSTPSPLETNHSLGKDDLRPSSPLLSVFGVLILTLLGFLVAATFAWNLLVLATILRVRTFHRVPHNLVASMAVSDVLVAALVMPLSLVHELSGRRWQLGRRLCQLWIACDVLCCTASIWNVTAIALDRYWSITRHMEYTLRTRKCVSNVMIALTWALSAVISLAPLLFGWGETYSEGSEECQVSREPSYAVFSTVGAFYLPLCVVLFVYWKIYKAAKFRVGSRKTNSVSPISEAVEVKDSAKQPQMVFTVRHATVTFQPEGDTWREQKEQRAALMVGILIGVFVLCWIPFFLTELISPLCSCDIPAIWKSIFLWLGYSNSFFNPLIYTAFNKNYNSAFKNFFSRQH
HTR5A inv ctr: counter-screen for OPRM1-OPRD1 inverse agonists: human HTR5A inverse agonism | P47898 | HTR5A cell line, luminescence | inhibition, % at 9.3 µM | hit rate 0.083% among 340,000 | AID 504634; in the data active = inhibition mostly above about 23%, no sharp cut-off; inactive = mostly below about 18%;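 note: 0% = cells with DMSO and 100% = no-cell wells with DMSO; some compounds called inactive have numbers as strong as hits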
RTF Ca sens act: increases calcium sensitivity of human cardiac regulated thin filaments | AID 493008 | activation, % at 7.2 µM | hit rate 0.24% among 340,000 | IANBD-labeled TnC RTF fluorescence at EC20 calcium; 0% EC20 calcium, 100% full calcium | P19429+P45379;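 active = activation above the mean over all tested compounds plus 3 SD, cut at about 30% in these data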;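 note: rise in fluorescence read as greater calcium sensitivity of cardiac thin filaments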
Cardiac RTF inh: cardiac RTF calcium desensitization | P19429+P45379 | IANBD-labeled cardiac RTF, Ca2+ fluorescence | inhibition, % at 7.15 µM | hit rate 0.12% among 340,000;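 active = inhibition above the mean inhibition of all tested compounds plus 3 SD, cut at about 17% in these data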;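 note: assay run at fixed EC70 calcium of 1.6 mM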
The depositor's hits bear a star; / = no result given; & = joins results of further samples.

SMILES	LANA DNA inh	CAL-PDZ inh HTS	OPRM1-OPRD1 inv	V-ATPase pHluor	Keap1-Nrf2 PPI	OPRM1-OPRD1 ag	HTR5A ag ctr	HTR5A inv ctr	RTF Ca sens act	Cardiac RTF inh
CCn1c(C)cc(=O)cc1-c1ccc(Cl)cc1	-1.3	0	16	0	3	-3.6	2	-7	-6	-6
O=C(CCCN1C(=O)c2cccc3cccc(c23)C1=O)N1CCc2ccccc2C1	1.8	-4	11	-1	-7	-1.9	-6	16	0	-7
Cc1ccccc1Nc1ncnc2[nH]ncc12	1.0	-2	11	2	-2	-2.2	1	-2	-5	-1
O=C1c2ccccc2C(=O)N1CCC#Cc1ccc2cc(CCO)oc(=O)c2c1	1.7	-7	-11	2	-9	1.9	1	-10	2	-1
Cc1c(NC(=O)CSc2ncccn2)c(=O)n(-c2ccccc2)n1C	-0.2	-13	-3	-3	-2	0.8	3	-9	5	-14
S=C(NCCc1c[nH]c2ccccc12)NC1CC1	-0.2	/	-3	-2	-6	0.5	-1	-66	10	-9
O=C(CCc1ccccc1)OCC(=O)c1ccc(Br)cc1	0.2	-5	-3	-8	0	0.5	-1	0	2	-50
CN(CCc1ccccn1)C(=O)CCC1CCCN(C(=O)c2ccc3c(c2)OCCO3)C1 (configuration not stated)	-2.8	-3	4	-1	-7	-0.9	2	-4	8	-5
CCCc1cc(=O)oc2cc(OCC(=O)Nc3ccc(CN4CCOCC4)cc3)c(Cl)cc12	-2.1	-6	4	-2	-1	-0.7	-1	-2	-3	-9
C=CCc1ccccc1OCC(O)CN1CCN(CCN2C(=O)c3cccc4cccc(c34)C2=O)CC1 (configuration not stated)	-0.7	-4	-10	-1	-3	1.8	3	-17	-3	3
CCCNC(=O)C12CCC(C)(C(=O)C1Br)C2(C)C (configuration not stated)	-0.1	-4	-6	0	0	1.1	-2	8	16	-14
O=C(CCC1CCCCC1)Nc1nncs1	-0.2	-2	6	3	0	-1.2	-4	22	3	1
CCNc1nc(NCC)n2c(SCC(=O)Nc3ccccc3C(F)(F)F)nnc2n1	0.8	-7	15	3	-1	-2.8	-4	-10	1	3
Cc1ccc(CCNC(=O)CN2C(=O)COc3ccc(S(=O)(=O)N4CCOCC4)cc32)cc1	0.9	0	12	3	0	-2.4	-5	-16	-5	-2
COCCNC(=O)C(OC(=O)C1=Cc2ccccc2OC1)C(C)C (configuration not stated)	0.2	/	-13	-1	-4	2.6	-2	23	13	-12
CN(Cc1ccccc1)c1nc2c(c(=O)[nH]c(=O)n2C)n1Cc1ccccc1	-0.4	-6	10	2	-3	-2.3	4	-11	1	-2
COCc1cc(=O)[nH]c(/N=C(\N)Nc2ccc(C)cc2)n1	1.4	0	19	4	-2	-3.9	-2	4	0	-5
COc1ccccc1C(=O)N1CCN(S(=O)(=O)c2ccccc2)CC1	0.6	1	1	-2	-3	-0.2	-4	13	-7	-10
Cc1nn(CC(=O)N2CCN(c3ccccn3)CC2)c(=O)c2cc3sccc3n12	0.5	-3	9	1	-1	-1.7	-8	18	-3	0
C=CCN1C(=O)c2ccc(C(=O)N(C)CC(=O)Nc3cccc(F)c3)cc2C1=O	-0.4	2	9	4	-2	-1.8	3	-1	1	-4

Some of the entries so far, bar-delimited.
compound | LANA DNA inh | CAL-PDZ inh HTS | OPRM1-OPRD1 inv | V-ATPase pHluor | Keap1-Nrf2 PPI | OPRM1-OPRD1 ag | HTR5A ag ctr | HTR5A inv ctr | RTF Ca sens act | Cardiac RTF inh
COc1ccccc1C(=O)N1CCN(S(=O)(=O)c2ccccc2)CC1 | 0.6 | 1 | 1 | -2 | -3 | -0.2 | -4 | 13 | -7 | -10
C=CCN1C(=O)c2ccc(C(=O)N(C)CC(=O)Nc3cccc(F)c3)cc2C1=O | -0.4 | 2 | 9 | 4 | -2 | -1.8 | 3 | -1 | 1 | -4

Additional compounds follow:
SMILES	LANA DNA inh	CAL-PDZ inh HTS	OPRM1-OPRD1 inv	V-ATPase pHluor	Keap1-Nrf2 PPI	OPRM1-OPRD1 ag	HTR5A ag ctr	HTR5A inv ctr	RTF Ca sens act	Cardiac RTF inh
O=C(O)CCC(=O)N1N=C(c2ccccc2)CC1c1ccc2nccnc2c1 (configuration not stated)	0.0	0	-2	2	0	0.3	0	0	3	1
OC(COc1ccc2ccccc2c1)CN1CCOCC1 (configuration not stated)	0.4&-0.5	-1&-2	1&6	7&1	0&-1	-0.3&-0.9	3&-6	-11&12	-1&10	-3&-5
CCOc1ccc(NC(=O)CSc2nnc(-c3ccncc3)n2CC2CCCO2)cc1 (configuration not stated)	1.3	1	22	-3	-3	-4.1	3	-3	-2	-11
O=C(COc1ccc(NC(=O)c2cccs2)cc1)c1ccc(F)cc1	-1.4	-5	13	0	1	-1.9	0	-13	-5	-3
O=C(COc1ccccc1)Nc1cccc(-c2ccc(N3CCOCC3)nn2)c1	-1.0	11	8	2	3	-1.2	3	-8	-4	-1
Cc1nc(N)nc(N)c1Oc1ccc(Cl)cc1	-0.3	/	10	-2	0	-1.9	-5	17	-2	8
CCCCC(=O)Nc1nc(C)c(-c2csc(Nc3cc(Cl)ccc3OC)n2)s1	0.2	4	-6	1	-1	1.0	2	-6	-3	-9
Cn1c(SCC(=O)Nc2cc(C(C)(C)C)nn2-c2ccccc2)nc2ccccc21	-1.3	2	-25	-1	2	4.7	0	-1	3	6
COc1cccc(NC(=O)Cn2c(=O)n(CCC(=O)NC3CCN(Cc4ccccc4)CC3)c(=O)c3ccccc32)c1	-0.2	-2	19	-1	2	-3.5	0	-6	0	-4
O=c1cnnc(Nc2cccc(C(F)(F)F)c2)[nH]1	-1.3	-1	16	-1	-3	-3.1	4	-10	-1	-3
CC(=O)Nc1cccc(Oc2ncnc3scc(-c4ccccc4)c23)c1	0.0	-3	-4	2	-6	0.5	-3	9	-4	-20
CC1CCCN(CCC(=O)Nc2ccccc2)C1 (configuration not stated)	-1.1	0	3	-3	-4	-0.7	2	-10	1	2
O=C(O)Cc1ccc2ocnc2c1	-0.6	0	13	1	-5	-2.4	1	10	0	-9
O=C(Nc1ccccc1)C1COc2ccccc2O1 (configuration not stated)	-0.4	-2	10	-3	-5	-2.2	-1	4	-1	1
Cc1cccc(NC(=O)CSc2nc3c(c(=O)[nH]2)CCC3)c1C	1.8	-2	15	-1	0	-3.3	1	8	5	-2
COC(=O)c1ccc2nc(-c3ccc4c(c3)OCO4)cn2c1	2.4	1	6	2	-6	-1.2	-2	-12	0	-1
Cc1cccc(NC(=O)CSCC(=O)Nc2cc(S(=O)(=O)N3CCOCC3)ccc2N2CCCC2)c1	-0.5	-2	7	1	-1	-2.2	1	-13	2	3
COC(=O)C1=C(C)NC(=O)NC1C1CC=CCC1 (configuration not stated)	-0.8	-3	12	-3	3	-2.0	4	-9	-7	3
COc1cccc(OCC(=O)NNC(=O)c2cnccn2)c1	3.5	-6	11	-2	0	-1.8	-3	8	2	-26
N#CCCN(C(=O)COC(=O)CNC(=O)c1cccs1)c1ccc(F)cc1	-1.9	/	18	7	2	-3.7	2	4	5	-10
CCOC(=O)[C@H]1[C@H]2COc3ccc(Cl)cc3[C@@H]2N2C(=O)CN(C)C(=O)[C@@]12C	-2.1	-5	7	-2	-3	-1.1	3	-6	2	-3
O=C(Nc1c(F)cccc1F)c1ccc(-n2cncn2)nc1	-1.9	/	18	0	-2	-3.6	1	-3	2	-6
COc1ccc(N2CCN(c3oc(Cc4ccccc4)nc3C#N)CC2)cc1	1.9	-5	1	-1	1	-0.2	4	0	4	-10
CCOc1ccc2nc(Cl)c(CN(C(C)=O)C3CCCCC3)cc2c1	0.0	-7	6	1	4	-1.1	-2	6	-8	5
CCOC(=O)C(C#N)c1ccccn1 (configuration not stated)	-1.0	4	8	1	2	-1.4	-2	-7	-4	-4
c1ccc(-c2noc(-c3ccncc3)n2)nc1	-1.0	-1	0	0	0	0.0	2	19	2	-9
COc1cc(/C=C/C(=O)NCC(=O)N2CCC(N(C)CCN3CCOCC3)CC2)ccc1OC(C)C	-2.6	1	-1	/	5	0.2	2	-2	-1	-9
CCOc1cc(C(=O)N2CCC(CC3CC(c4ccccc4)=NO3)(C(=O)NCc3ccc(OC)cc3)CC2)cc(OCC)c1OCC (configuration not stated)	-1.1	-5	15	-1	2	-2.6	-1	9	-4	-4
Cc1cc(=O)[nH]c(Nc2cccc(F)c2)n1	-3.3	-1	10	-1	1	-2.0	8	-30	3	3
O=C(NNc1c(F)c(F)cc(F)c1F)c1ccc(Cl)nc1	0.2	0	6	-2	0	-0.9	4	-10	-1	-7
COc1ccccc1CNC(=O)CN1C(=O)NC2(CCCCCCC2)C1=O	1.0	/	10	1	-4	-1.9	-1	5	-4	-2
CCC(/C=N/NC(=O)CCCCC(=O)N/N=C/C(CC)CC)CC	1.1	-2	10	4	1	-1.5	1	-2	-4	1
COc1ccc(C(=O)C2CCCN(Cc3cccn3-c3ccccn3)C2)c(C)c1 (configuration not stated)	0.3	5	12	-2	4	-2.3	2	-6	1	-14
CC(Oc1ccc2c(-c3ccccc3)cc(=O)oc2c1)C(=O)N[C@H](Cc1c[nH]c2ccccc12)C(=O)O (some centres not stated)	-1.4	-4	11	5	-3	-2.1	-2	11	6	6
O=C(c1ccc(Cl)cc1)N(Cc1cccs1)C1CCS(=O)(=O)C1 (configuration not stated)	0.5	-1	11	0	0	-2.0	-10	26	2	-8
O=C(c1ccccc1)N1CCCc2ccccc21	1.4	0	11	7	0	-2.0	-2	-31	0	-1
COc1cc(/C=N/NC(=O)c2cccnc2)ccc1OC(=O)c1cc(OC)c(OC)c(OC)c1	-0.5	5	8	3	1	-1.5	1	-2	-3	-5
COc1ccc(CCNC(=O)C2CCCN2C(=O)Nc2ccc(Cl)cc2)cc1OC (configuration not stated)	-0.1	/	5	1	-2	-1.0	3	12	2	-4
O=C(NCc1ccc(F)cc1)NC(=O)c1ccc(Cl)cc1	-1.2	-4	10	2	-3	-1.9	-2	18	-6	9
C/C(=N\Nc1cccc([N+](=O)[O-])c1)c1ccccc1O	-0.6	/	-10	-1	2	1.9	3	10	-3	-6
Cc1ccccc1-n1c(SCC(=O)N2CCCC2)nnc1-c1ccccn1	0.2	-4	2	-7	1	-0.3	-3	20	-2	-5
CC(OC(=O)CNC(=O)c1cccc(F)c1)C(=O)NC1CCCCC1C (configuration not stated)	-0.3	-11	10	-2	-4	-1.8	-5	11	2	0
Cc1cc(C)n(CC(=O)NNC(=O)c2ccc(S(C)(=O)=O)cc2)n1	0.1	-3	-1	-1	-1	0.2	-2	9	0	-8
O=C(CNCCc1ccc(Cl)cc1)Nc1ccc(C(=O)N2CCCCC2)cc1	1.7	3	-25	8	5	4.7	8	-19	-7	-17
CCN(CCCNC(=O)Cn1ncc2c([nH]c3ccc(C)cc32)c1=O)c1cccc(C)c1	-1.2	-4	1	-2	1	-0.2	-3	10	-7	-8
C/C(=N\NC(=O)C(=O)Nc1ccc(C)c(Cl)c1)c1ccncc1	0.4	0	-3	-4	-3	0.4	8	7	-4	-22
O=C(c1cccs1)N1CCN(C23CC4CC(CC(C4)C2)C3)CC1	0.6	/	9	0	-2	-1.3	-3	-1	-5	-5
COc1ccc(/C=N/NC(=O)CNC(=O)/C=C/c2ccco2)cc1OC	-1.1	-7	19	2	1	-3.7	5	-11	0	-2
Cc1ccc(NC(=O)C(C)N2C(=O)c3ccccc3C2=O)cc1 (configuration not stated)	-0.1	-5	6	0	-1	-1.0	-2	5	-3	4
COc1ccc2nc(NC(=O)CS(=O)(=O)Cc3ccccc3)sc2c1	0.8	/	13	-2	-1	-2.5	0	-6	-3	2
